DNMT1 inh – blocks human DNA methyltransferase DNMT1 | DNMT1 molecular beacon, Hinp1I cleavage, fluorescence | inhibition (reported as % activation of signal), % at 10 µM | 360,000 compounds, 0.83% hits | AID 588458; in the data active = inhibition above about 50%
MsrA inh – inhibits bovine methionine sulfoxide reductase A; purified bovine MsrA, absorbance read-out; inhibition, % at 15.5 µM; 360,000 compounds, 0.75% hits; in the data active = inhibition above about 4.5%;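 also: 0% = vehicle wells with enzyme and 100% = reference inhibitor wells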
SUMO1-SIM PPI – alters human SUMO1 binding to SIM partners; P63165; SUMO1 binding to a labelled peptide, TR-FRET, 1 h; inhibition, % at 20 µM; 360,000 compounds, 0.33% hits; AID 602429; in the data active = inhibition above about 37%
Target sequence (P63165 whole entry, looked up): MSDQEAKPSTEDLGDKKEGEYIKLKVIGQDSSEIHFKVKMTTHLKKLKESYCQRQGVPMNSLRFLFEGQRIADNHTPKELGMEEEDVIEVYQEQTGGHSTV
Scp-1 inhibitor – blocks human Scp-1 phosphatase activity. Q9GZU7. Recombinant Scp1, phosphopeptide, malachite green phosphate absorbance. inhibition, % at 20 µM. 340,000 compounds, 0.88% hits. AID 493091;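 active = inhibition above about 50% at 20 µM, limit read from the data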;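 also: plate controls were DMSO wells with enzyme for no effect and wells lacking enzyme for full effect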
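Material: truncated SCP-1 phosphatase (76-261aa) / Buffer or medium: 50 mM Tris acetate pH 5.5, 0.005% Tween-20, 10 mM MgCl2 / Compound dosing: one concentration, 20 µM, with 1.0% DMSO / Incubation: 45 min room-temperature reaction, 5 min colour, 30 min stabiliser / Detection: colorimetric free-phosphate detection, absorbance 630 nm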
CendR NRP1 mod – NRP-1/CendR interaction modulation; O14786; FAM-RPARPAR peptide binding to NRP-1, fluorescence polarization; inhibition, % at 25 µM; 360,000 compounds, 0.85% hits; AID 602438;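 active = inhibition or corrected inhibition above about 18%, plus a signal ratio from 0.5 to 1.5, limit read from the data, passing the limit was not always enough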; also: strong numbers were not always called active
STEP block – blocks human striatal-enriched tyrosine phosphatase; P54829; recombinant STEP, OMFP fluorogenic substrate, fluorescence; inhibition, % at 20 µM; 360,000 compounds, 0.25% hits;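 active = inhibition at 20 µM, scaled per plate between control wells, above about 37%, limit read from the data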;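 also: 0% = DMSO with enzyme and substrate and 100% = substrate only without enzyme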
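Material: STEP (striatal-enriched tyrosine phosphatase) enzyme, cell-free; Compound dosing: 20 µM single dose in 1% DMSO; Technique: fluorescence read at 480 nm ex / 540 nm em; Times: reaction 20 min, ambient temperature; Medium: 50 mM Bis-Tris pH 6.0 with 2.5 mM DTT and 0.005% Tween 20; Also added: OMFP at 25 µM.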
E coli Lon inh – inhibits E. coli Lon protease | purified E. coli Lon protease, fluorescence polarization | inhibition, % at 7.94 µM | 360,000 compounds, 0.42% hits; in the data active = inhibition above about 13%, passing the limit was not always enough;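 also: 0% = enzyme with probe and DMSO and 100% = no enzyme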
Target sequence (P0A9M0 whole entry, looked up): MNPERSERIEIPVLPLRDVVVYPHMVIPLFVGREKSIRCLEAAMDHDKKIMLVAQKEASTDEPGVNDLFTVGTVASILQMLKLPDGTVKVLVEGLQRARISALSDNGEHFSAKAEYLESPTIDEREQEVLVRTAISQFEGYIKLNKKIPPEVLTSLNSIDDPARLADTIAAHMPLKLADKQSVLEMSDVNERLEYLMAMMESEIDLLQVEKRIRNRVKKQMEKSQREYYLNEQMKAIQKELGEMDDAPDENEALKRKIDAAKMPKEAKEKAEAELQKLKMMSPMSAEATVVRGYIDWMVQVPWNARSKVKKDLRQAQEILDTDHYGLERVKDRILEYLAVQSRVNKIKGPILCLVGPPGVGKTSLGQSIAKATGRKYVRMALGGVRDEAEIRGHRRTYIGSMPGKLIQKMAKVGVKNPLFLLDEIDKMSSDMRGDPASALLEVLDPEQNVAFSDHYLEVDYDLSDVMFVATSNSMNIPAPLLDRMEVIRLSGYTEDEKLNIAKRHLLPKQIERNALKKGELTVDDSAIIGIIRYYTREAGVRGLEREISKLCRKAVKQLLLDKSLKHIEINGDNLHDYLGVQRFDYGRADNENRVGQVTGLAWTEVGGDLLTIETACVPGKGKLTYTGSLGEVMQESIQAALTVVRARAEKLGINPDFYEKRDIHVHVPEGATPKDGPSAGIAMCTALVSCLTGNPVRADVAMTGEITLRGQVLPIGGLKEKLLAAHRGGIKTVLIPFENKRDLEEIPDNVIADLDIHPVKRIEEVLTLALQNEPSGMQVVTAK
LMPTP inh – LMPTP (human) inhibition. recombinant LMPTP-A, OMFP fluorogenic substrate, fluorescence intensity. P24666. 360,000 compounds, 0.22% hits. inhibition, % at 20 µM. AID 651560;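 active = compounds that cut the enzyme signal by at least half of the control window in the single-dose screen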;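 also: plate controls were DMSO wells with enzyme plus substrate for no effect and substrate without enzyme for full effect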
Target sequence (P24666 whole entry, looked up): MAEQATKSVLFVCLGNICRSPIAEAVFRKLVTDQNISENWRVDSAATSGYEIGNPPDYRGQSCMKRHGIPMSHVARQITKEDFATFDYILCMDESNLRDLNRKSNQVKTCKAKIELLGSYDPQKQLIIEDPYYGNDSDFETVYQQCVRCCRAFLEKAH
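test system = LMPTP-A | amount = 0.625 nM LMPTP-A final | reagent = fluorogenic phosphatase substrate OMFP at 400 µM final | incubation = 50 min at room temperature | benchmarks = no-enzyme low control, uninhibited high control | medium = Bis-Tris pH 6.0, DTT, detergent | signal = fluorescence intensity of OMFP turnover product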
MsrA act – activators of bovine methionine sulfoxide reductase A | purified bovine MsrA, absorbance read-out | activation, % at 10.6 µM | 360,000 compounds, 0.3% hits | AID 602163; in the data active = activation above about 7.5%;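 also: 0% = vehicle and 100% = reference activator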
TbMetRS inhib – blocks T. brucei methionyl-tRNA synthetase activity; inhibition, % at 11.9 µM; purified T. brucei MetRS, ATP depletion, Kinase-Glo luminescence; 360,000 compounds, 0.4% hits;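 active = inhibition above a per-plate cutoff of the control wells' mean inhibition plus 3 SD, cut at about 5.5% in these data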;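 also: 0% = DMSO wells median and 100% = median of wells with control inhibitor compound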
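technique = Kinase-Glo luminescence, ATP depletion format | system = purified MetRS (methionyl-tRNA synthetase) enzyme from Trypanosoma brucei | timing = 15 min preincubation, 2 h reaction, all 25 °C | evaluation = percent inhibition versus plate control medians | dosing = single dose, 11.9 µM final nominal, 0.9% final DMSO | also added = substrates ATP, L-methionine and bulk Escherichia coli tRNA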
* marks the source's active call; other numbers are inactive results; nt = not tested or not shown.

SMILES	DNMT1 inh	MsrA inh	SUMO1-SIM PPI	Scp-1 inhibitor	CendR NRP1 mod	STEP block	E coli Lon inh	LMPTP inh	MsrA act	TbMetRS inhib
CCOC(=O)C1CCCN(C(=O)c2cc3ncc(Br)cn3n2)C1 (stereo not drawn)	2.5	0.1	-4.5	6.4	-7.6	-2.9	-6.5	0.4	-4.7	0.1
CCCC1(C(=O)OCC)NC(c2ccc(N(C)C)cc2)C2C(=O)N(c3ccc(F)cc3)C(=O)C21 (stereo not drawn)	-1.8	-0.8	-1.8	3.4	2.4	-0.3	5.8	0.0	-1.8	-0.2
C[C@H]1CN([C@@H](C)CO)C(=O)c2cccc(NC(=O)Nc3ccc(C(F)(F)F)cc3)c2O[C@@H]1CN(C)S(=O)(=O)c1ccc(Cl)cc1	-9.2	-1.1	0.8	-14.5	-0.4	0.8	-3.0	3.5	-0.9	-0.3
CC(C)OC(=O)C(NC(=O)c1ccccc1)=C1CCCCC1	5.8	0.3	-2.4	2.8	9.7	0.7	-4.8	-0.5	-0.3	-0.5
CCN1CCN(c2oc(-c3ccc([N+](=O)[O-])cc3)nc2C#N)CC1	-2.0	-0.3	-37.6	-18.1	5.3	-3.1	-8.0	-1.2	-2.1	0.5
Cc1ccc(N(CC(=O)N2CCCCCC2)S(C)(=O)=O)cc1	5.1	-0.8	0.9	nt	-2.6	-1.8	-4.8	-0.9	-0.3	-0.3
Cc1nc(N2CCCCC2)sc1C(=O)c1ccc(SCCO)c([N+](=O)[O-])c1	-2.2	-0.8	-29.6	6.3	-3.5	-0.6	-1.1	2.1	-8.0	-1.1
COc1ccc(-n2c(C(C)n3nc(C)c([N+](=O)[O-])c3C)n[nH]c2=S)cc1 (stereo not drawn)	-0.3	0.2	0.9	0.4	8.5	-0.8	14.6	0.5	3.0	1.2
O=C(Cc1cccs1)Nc1cccc(-c2ccc3nncn3n2)c1	-7.7	0.3	-20.4	-7.9	13.5	0.0	-1.6	0.5	-0.2	0.0
O=S(=O)(NCC1CCCO1)c1ccc(S(=O)(=O)N(Cc2ccc(F)cc2)C2CCCCC2)cc1 (stereo not drawn)	-0.5	0.0	9.1	2.4	5.1	-0.3	-1.9	0.7	-0.4	0.1
CCOC(=O)c1c(C)[nH]c(C(=O)N/N=C/c2ccc(Br)cc2)c1C	0.3	2.5	4.6	-10.1	-8.3	1.4	-11.2	0.1	-2.0	-0.4
[O-][N+]1=C2CCC/C(=N\O)C2=NC12CCCCC2	5.3	-0.5	-4.9	-2.5	-12.5	-1.0	-2.5	-1.1	-2.5	0.1
CCc1cc(C(=O)N/N=C/c2ccc(O)cc2O)c2ccccc2n1	-0.5	2.8	-2.3	-9.2	9.8	0.2	6.6	-0.8	-2.7	-0.1
CC(=O)Nc1ccc(SCCN2CC[C@@H](C)CCC2=O)cc1	0.4	-0.1	0.4	-5.8	20.1	-2.6	8.6	0.2	0.0	-0.4
CC(=O)Nc1ccc(S(=O)(=O)Nc2nnc(CC(C)(C)C)s2)cc1	-6.8	-0.8	-2.6	-1.7	-13.7	1.0	6.2	-1.9	-2.6	-0.4
O=C(CSc1nc2ccccc2s1)Nc1ccc2c(c1)OCO2	-0.1	0.4	-3.8	-1.8	-4.4	0.7	6.9	1.9	-9.9	-1.4
Nc1[nH][nH]c(=O)c1N=Nc1cccc(Cl)c1	-4.0	2.6	-19.6	-9.3	13.5	2.6	4.0	1.1	-2.7	0.2
CN(Cc1ccc(-n2cccn2)cc1)C(=O)c1cnn2c1NC(c1ccco1)CC2C(F)(F)F (stereo not drawn)	-11.7	0.8	34.6	-1.9	-60.8	-0.4	-5.2	0.7	0.2	-0.6
O=C(Nc1cccs1)Nc1ccc(Br)cc1F	-5.1	-1.0	3.3	-10.3	-6.0	-2.1	6.2	0.2	-2.2	0.5
O=C(COC(=O)c1cnccn1)c1ccc(-c2ccccc2)cc1	-6.8	-1.0	-1.5	-11.4	5.1	-1.9	-10.8	-0.7	-3.0	0.0
COc1cc(OC)c2c(c1O)OC(c1ccccc1)CC2=O (stereo not drawn)	-12.7	0.9	3.0	9.5	2.9	1.4	-1.1	1.1	-5.7	-0.5
CCCc1nc2oc3ccccc3c(=O)c2c(=O)n1CCCOC	0.1	-0.8	0.5	-6.9	-1.5	-0.8	5.2	-0.6	-0.2	-0.2
CCOC(=O)C1CCN(Cc2cccc(Oc3ccccc3)c2)CC1	1.4	-0.6	2.7	-2.0	1.9	-4.4	-3.1	0.2	-1.2	0.2
Cc1ccc(S(=O)(=O)N2CCN(C(=O)c3ccc(S(=O)(=O)N4CCCC4)cc3)CC2)cc1	-1.2	0.1	-1.4	-1.2	6.7	1.9	10.0	-1.3	-4.9	-0.5
Cc1ccc(S(=O)(=O)NC(=O)c2ccccc2)cc1C(C)C	2.3	1.3	3.6	-6.4	4.2	-0.3	1.7	-0.3	-9.4	-0.7

Sorted by SMILES length (rising): part of the list above.
SMILES	DNMT1 inh	MsrA inh	SUMO1-SIM PPI	Scp-1 inhibitor	CendR NRP1 mod	STEP block	E coli Lon inh	LMPTP inh	MsrA act	TbMetRS inhib
Nc1[nH][nH]c(=O)c1N=Nc1cccc(Cl)c1	-4.0	2.6	-19.6	-9.3	13.5	2.6	4.0	1.1	-2.7	0.2
O=C(COC(=O)c1cnccn1)c1ccc(-c2ccccc2)cc1	-6.8	-1.0	-1.5	-11.4	5.1	-1.9	-10.8	-0.7	-3.0	0.0
COc1ccc(-n2c(C(C)n3nc(C)c([N+](=O)[O-])c3C)n[nH]c2=S)cc1 (stereo not drawn)	-0.3	0.2	0.9	0.4	8.5	-0.8	14.6	0.5	3.0	1.2

Entries listed so far containing a thiophene ring, fused or not, in the order listed:
SMILES	DNMT1 inh	MsrA inh	SUMO1-SIM PPI	Scp-1 inhibitor	CendR NRP1 mod	STEP block	E coli Lon inh	LMPTP inh	MsrA act	TbMetRS inhib
O=C(Cc1cccs1)Nc1cccc(-c2ccc3nncn3n2)c1	-7.7	0.3	-20.4	-7.9	13.5	0.0	-1.6	0.5	-0.2	0.0
O=C(Nc1cccs1)Nc1ccc(Br)cc1F	-5.1	-1.0	3.3	-10.3	-6.0	-2.1	6.2	0.2	-2.2	0.5

Other structures
SMILES	DNMT1 inh	MsrA inh	SUMO1-SIM PPI	Scp-1 inhibitor	CendR NRP1 mod	STEP block	E coli Lon inh	LMPTP inh	MsrA act	TbMetRS inhib
COc1ccc(CNC(=O)COC(=O)c2ccc(C(=O)c3ccccc3)cc2)cc1	-0.8	1.6	-10.0	-8.1	-0.4	1.5	-1.1	1.7	-1.6	-0.1
COc1ccc(/C=C2\SC(=S)N(CCC(=O)N3CCOCC3)C2=O)cc1	-3.0	0.6	-24.3	-9.2	17.4	-0.7	-0.9	-1.9	-7.1	-0.6
COCCn1c(SCC(=O)c2cc(C)n(C)c2C)nc2ccccc2c1=O	-0.9	1.4	0.3	-8.2	6.9	-0.6	14.6*	0.4	-8.5	-0.5
O=c1nc(SCc2c(F)cccc2Cl)nc(-c2ccc(Cl)cc2)[nH]1	16.9	-0.9	1.8	-3.5	-11.4	-2.0	-0.1	3.6	-1.2	-0.7
O=C(COc1cccnc1[N+](=O)[O-])N1CCN(S(=O)(=O)c2ccc3ccccc3c2)CC1	5.2	-0.6	-7.8	-6.3	8.3	-7.9	-5.3	-0.7	0.8	-0.4
COC(=O)c1ccc(-c2noc(CN(C)Cc3ccncc3C)n2)cc1	-2.3	0.3	-1.1	0.2	1.8	-1.5	-6.3	-0.6	-6.7	-1.0
CCN1C(=O)NC(c2ccccc2)(c2ccccc2)C1=O	0.8	-0.6	0.3	-10.7	9.5	-2.2	-4.1	-2.3	-1.2	-0.6
CCOc1ncccc1C(=O)OCc1cc(=O)oc2c(C)c(C)ccc12	30.2	0.9	-1.4	-2.3	1.7	-4.1	-2.3	0.8	-4.3	0.1
COc1ccc(CN(Cc2ccc(C(=O)O)cc2)C(=S)Nc2ccccc2F)cc1OC	-2.0	-0.5	-4.4	2.2	-8.4	8.0	-0.4	0.0	-0.8	-0.3
CCOC(=O)c1c(C)[nH]c(C)c1C(=O)COC(=O)[C@@H](NC(=O)c1ccco1)C(C)C	-0.1	0.1	0.9	-12.4	-1.7	3.7	-6.8	-1.4	-2.8	-0.3
CC(=O)N1CCc2cc(NS(=O)(=O)c3cccs3)ccc21	0.6	0.0	-0.8	0.8	7.8	-2.0	2.6	-1.3	-12.6	-1.3
Cc1ccc(C(=O)NCCSc2ccccc2)cc1S(=O)(=O)Nc1ccccc1	-5.6	0.3	6.0	-24.0	9.4	3.1	-7.3	2.9	-0.1	-0.5
Cc1ccc(NC(=O)c2cc(NC(=O)/C=C\C(=O)O)ccc2N2CCCCC2)cc1	-0.5	1.1	3.4	10.0	-15.2	2.2	-0.6	1.4	-4.5	-0.4
COc1ccc(N2C(=O)CC(NCC#N)C2=O)cc1 (stereo not drawn)	-0.8	0.1	0.2	-2.4	5.1	1.0	4.5	-1.3	2.5	-0.8
CC(C)NC(=O)/C=C/C(=O)O	-0.4	-0.3	1.8	-1.9	0.7	6.7	-0.2	-0.8	-1.2	2.8
CCOc1ccc(/C=N/NC(=S)NC2CC3C=CC2C3)cc1 (stereo not drawn)	-4.3	1.6	3.3	-18.7	10.7	-0.3	9.0	2.3	-2.0	1.2
CCOC(=O)c1c(NC2OC(=O)c3c2ccc(OC)c3OC)sc(C(=O)OC(C)(C)C)c1C (stereo not drawn)	0.2	0.0	-1.0	-10.3	-27.7	-4.0	-6.7	3.6	-1.4	-1.1
Cc1ccnc(NC(=O)c2cccc(S(=O)(=O)N3CCOCC3)c2)c1	0.7	-0.6	-0.5	1.6	0.0	-1.9	-0.9	-1.5	0.0	-0.6
CCOc1cc(/C=N/N=C(\N)c2nonc2N)cc(Br)c1OCc1cccc2ccccc12	36.2	0.0	-2.8	-4.3	-10.7	1.0	-1.7	0.6	-4.1	-0.9
O=C(Nc1ccccc1C(=O)N1CCOCC1)c1ccc(CSc2ccccc2)cc1	0.9	-0.5	2.8	-12.5	8.1	-0.4	-3.4	-0.9	-2.1	-0.2
Cc1cc(C)c(S(=O)(=O)c2ccc(Cl)cc2)c(Cl)n1	-0.8	1.5	1.9	-6.9	1.6	-0.5	1.9	0.5	-6.0	-0.4
CCC(CC)c1nnc(NC(=O)c2ccc(S(=O)(=O)N3CCc4ccccc4C3)cc2)s1	2.7	0.4	0.5	-2.1	-2.9	-2.9	-7.0	-1.5	-5.9	-0.7
